# Source: PubChem BioAssay (Sanford-Burnham Center for Chemical Genomics)
# Mdm2-MdmX inh: inhibitors of human Mdm2/MdmX interaction. O15151+Q00987. SaOS-2 split-luciferase Mdm2/MdmX complementation, luminescence. inhibition, % at 8 µM. hit rate 3% among 330,000;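 active = inhibition of at least 50% at 8 µM in the primary screen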
# UPR XBP1 act: adaptive UPR (XBP1) activation; CHO-XBP1 luciferase reporter, IRE1-XBP1 UPR activation, luminescence; percent of tunicamycin response, DMSO as zero; activation, % at 20 µM; hit rate 0.33% among 330,000; AID 463104;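 active = versus positive control, 20 µM dose yields 30% or more activation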;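 note: 100% = tunicamycin at 10 µg/mL and 0% = DMSO only wells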
#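 Material: CHO-XBP1 cells stably carrying IRE1-XBP1-driven luciferase reporter | Medium: F12 with 10% serum | Compound dosing: 20 µM single concentration, DMSO 1% | Incubation: Overnight seeding at 37 °C, 6 h compound treatment at 37 °C | Detection: Steady-Glo luminescence read | Read-out basis: % activation of reporter signal versus tunicamycin and DMSO controls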
# UPR CHOP act: apoptotic UPR (CHOP) activation | activation, % at 10 µM | hit rate 0.34% among 330,000 | AID 449763 | CHO-CHOP luciferase reporter, luminescence; percent of tunicamycin response over DMSO baseline;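 active = at 10 µM dose, activation of 40% or more, normalized to positive control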;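 note: 100% = tunicamycin at 10 µg/mL and 0% = DMSO alone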
#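 Dosing – one dose, 10 µM in 0.5% DMSO · System – CHO-CHOP cells, stable luciferase reporter of PERK-eIF2a-CHOP signalling · Input – 500 cells/well · Control set – tunicamycin 10 µg/mL final as positive, DMSO-only wells as negative · Timing – 6 h compound treatment, 37 °C · Measure – % activation vs tunicamycin · Technique – luminescence read with Steady-Glo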
# APJ ag: activates the human apelin receptor APJ; P35414; CHO-K1 APJ PathHunter beta-arrestin, luminescence; 0% DMSO wells, 100% apelin; activation, % at 20 µM; hit rate 0.11% among 330,000; AID 2520;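 active = activation more than six SD over the plate average, tested at 20 µM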;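 note: 0% = DMSO alone and 100% = apelin-13 at 10 nM; some results filed as inactive read as strong as hits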
# Target sequence (P35414 whole entry, looked up): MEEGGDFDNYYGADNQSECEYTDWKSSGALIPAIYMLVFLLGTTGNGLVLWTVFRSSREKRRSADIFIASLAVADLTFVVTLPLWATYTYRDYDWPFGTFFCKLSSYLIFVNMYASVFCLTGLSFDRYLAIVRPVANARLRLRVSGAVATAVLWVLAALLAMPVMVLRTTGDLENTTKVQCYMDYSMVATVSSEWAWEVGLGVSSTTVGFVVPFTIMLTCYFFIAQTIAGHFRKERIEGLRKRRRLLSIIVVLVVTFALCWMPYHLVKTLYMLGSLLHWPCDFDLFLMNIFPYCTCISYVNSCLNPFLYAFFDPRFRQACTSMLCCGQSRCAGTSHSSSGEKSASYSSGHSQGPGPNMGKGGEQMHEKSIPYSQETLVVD
#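 Assay system – PathHunter CHO-K1 APJ (AGTRL-1) beta-arrestin reporter cells · Compound – one dose, 20 µM compound, 1% DMSO · Timing – compound 90 min 25 °C, reagent 1 h · Measured by – luminescence from split beta-galactosidase complementation, Galacton Star/Emerald II substrate · Measure – beta-arrestin recruitment to APJ as agonist activity, luminescent signal · Benchmarks – DMSO vs Apelin-13 10 nM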
# tim23-1 inh: tim23-1 yeast growth inhibition. S. cerevisiae tim23-1 growth, BacTiter-Glo luminescence, 24 h. inhibition, % at 20 µM. hit rate 1.3% among 330,000. AID 463212;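 active = growth inhibition of the mutant yeast at or above 50%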;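 note: temperature-sensitive mutant grown at 25 °C; plate controls were DMSO-treated mutant yeast for no effect and medium wells lacking yeast for full effect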
# EBI2 block: antagonists of human EBI2 receptor; AID 651636; EBI2 beta-arrestin recruitment, luminescence, 7a,25-OHC stimulated; P32249; hit rate 0.81% among 360,000; inhibition, % at 5 µM; in the data active = inhibition above about 38%;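 note: enzyme fragment complementation signal reports receptor beta-arrestin coupling in cells; 0% = agonist plus DMSO wells and 100% = wells without agonist; some results beyond the cut were filed as inactive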
# Target sequence (P32249 whole entry, looked up, the tested form may be a part): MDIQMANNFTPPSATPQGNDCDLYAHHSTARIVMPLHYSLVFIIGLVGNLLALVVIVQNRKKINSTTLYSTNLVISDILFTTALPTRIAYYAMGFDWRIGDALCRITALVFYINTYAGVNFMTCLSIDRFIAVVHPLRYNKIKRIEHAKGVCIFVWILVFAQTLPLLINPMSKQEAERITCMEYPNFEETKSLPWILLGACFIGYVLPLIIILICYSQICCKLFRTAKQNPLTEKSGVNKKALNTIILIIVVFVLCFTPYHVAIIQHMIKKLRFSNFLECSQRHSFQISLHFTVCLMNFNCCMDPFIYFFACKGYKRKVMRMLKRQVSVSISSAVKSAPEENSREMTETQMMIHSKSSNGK
# CXCR6 block: inhibitors of human CXCR6 receptor; O00574; CHO-K1 PathHunter CXCR6 beta-arrestin, luminescence; inhibition, % at 20 µM; hit rate 0.36% among 360,000; AID 602244; in the data active = inhibition above about 34%, passing the limit was not always enough;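 note: antagonist mode with CXCL16 agonist at 10 nM final; 0% = 10 nM CXCL16 with DMSO and 100% = unstimulated wells without agonist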
# Target sequence (O00574 whole entry, looked up): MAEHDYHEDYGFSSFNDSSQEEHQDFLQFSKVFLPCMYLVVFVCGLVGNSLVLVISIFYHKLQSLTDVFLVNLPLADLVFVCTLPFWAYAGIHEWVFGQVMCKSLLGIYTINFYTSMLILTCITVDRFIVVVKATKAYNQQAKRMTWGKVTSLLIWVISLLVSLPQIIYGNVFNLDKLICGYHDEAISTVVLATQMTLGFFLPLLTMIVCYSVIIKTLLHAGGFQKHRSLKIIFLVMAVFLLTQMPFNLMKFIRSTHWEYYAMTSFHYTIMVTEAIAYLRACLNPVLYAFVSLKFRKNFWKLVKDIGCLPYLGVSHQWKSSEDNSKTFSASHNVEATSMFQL
# CCR6 antag: antagonists of human CCR6 receptor; P51684; CHO-K1 CCR6 PathHunter beta-arrestin, luminescence, CCL20-stimulated; inhibition, % at 20 µM; hit rate 0.49% among 340,000; AID 493098;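 active = compounds whose inhibition of the agonist-driven luminescence signal at 20 µM reaches about 50%, limit read from the data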;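 note: cells stimulated with CCL20 at 14 nM final; plate controls were DMSO with CCL20 for no effect and DMSO without agonist for full effect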
# APJ antag: APJ receptor antagonism; CHO-K1 APJ beta-arrestin complementation, luminescence; inhibition, % at 20 µM; hit rate 0.32% among 330,000; AID 2521;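 active = inhibition above about 40% at 20 µM, limit read from the data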;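 note: cells challenged with 10 nM apelin-13 agonist together with compound; plate controls were apelin-13 plus DMSO wells for no effect and DMSO wells lacking apelin-13 for full effect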
# An asterisk follows results filed as active; nt = no result given.
entry	canonical_smiles	tim23-1 inh	Mdm2-MdmX inh	APJ antag	CCR6 antag	CXCR6 block	UPR XBP1 act	APJ ag	UPR CHOP act	EBI2 block
1	CN(C)c1nc(N(C)C)n(Cc2c(Cl)cccc2Cl)n1	13.1	1.5	-3.4	2.8	13.0	-0.1	-2.8	-0.4	-8.4
2	Cc1ccc(C)c(OCCC(=O)OCC(=O)Nc2cc(S(=O)(=O)N3CCCCC3)ccc2C)c1	31.0	30.3	4.6	2.4	6.6	0.5	-2.3	0.4	3.2
3	COc1ccc(OC)c(C(C)NC(=S)NC2CCCCC2)c1 (stereo unspecified)	27.3	8.2	-0.9	10.3	4.8	-3.3	-2.4	1.9	1.1
4	NC(=O)c1ccc[n+](Cc2cccc3ccccc23)c1	-14.3	18.2	1.8	1.0	6.9	-5.8	1.8	-1.1	-0.2
5	CC(C)n1nccc1N(Cc1ccc(C#N)cc1)S(=O)(=O)c1ccccc1	28.5	7.2	0.9	24.7	-4.5	-1.4	-3.5	1.6	18.6
6	COc1ccccc1N1CCN(C(=O)c2ccc(Cn3c(=S)[nH]c4cc5c(cc4c3=O)OCO5)cc2)CC1	17.8	30.9	5.5	4.1	-1.1	2.1	2.1	-1.4	9.9
7	COc1ccc(CNC(=O)C2CCN(S(=O)(=O)N3CCOCC3)CC2)cc1	13.0	-4.3	0.5	-5.4	-7.4	-3.2	-3.9	-0.6	8.2
8	CC(=O)c1cccc(NC(=O)CSc2nc(N3CCCCC3)nc(N3CCCCC3)n2)c1	-1.2	-4.3	2.2	19.4	1.9	-1.7	-0.9	0.0	23.2
9	O=C(CCC(=O)N/N=C/c1ccc(Br)o1)N/N=C/c1ccc(Br)o1	2.7	-16.0	9.2	1.0	0.9	0.1	-2.0	-0.6	-10.5
10	O=C(NCCOc1ccccc1)c1ccccc1	-1.4	-43.8	8.6	11.1	-0.1	-1.8	-0.7	0.3	3.2
11	O=C(NNC(=S)NCc1ccccc1)c1ccc2c(c1)OCO2	7.4	-0.4	5.4	17.4	8.4	1.2	-0.5	1.6	-3.1
12	CC(=O)C1=C(O)C(=O)N(c2cccnc2)C1c1ccc(Cl)cc1 (stereo unspecified)	-2.2	7.0	2.5	3.8	18.0	-0.1	-6.7	-0.1	-15.4
13	N#C/C(C(=O)N1CCCCC1)=C1/N=C(N)c2ccccc21	13.7	20.5	18.7	2.3	1.2	0.0	-0.7	1.9	1.5
14	Cc1ccc(/C=C/C(=O)C2C(=O)c3ccccc3C2=O)cc1	20.1	2.4	11.1	12.0	-5.0	-5.8	-1.1	-3.0	-3.2
15	O=C(c1ccc(COc2ccccc2Br)o1)N1CCCCCC1	29.5	5.3	9.3	15.3	11.3	4.2	-1.2	-1.5	11.1
16	COc1cc(/C=N/N2CCN(Cc3ccc(C)cc3)CC2)cc(OC)c1O	3.2	19.6	-28.0	8.8	-5.2	-4.5	1.8	-1.5	0.2
17	Cc1ccc(OC(=O)c2ccc3nc(C)sc3c2)cc1	2.0	-35.5	-34.0	-6.9	nt	-5.0	3.7	-2.9	nt
18	COC(=O)N(NC(=O)C(O)(c1ccccc1)c1ccccc1)c1ccccc1	13.7	-28.7	-21.3	12.8	0.7	-1.1	-2.0	-2.6	-1.3
19	CCNc1ccc(C(=O)NN=C2CCCC2)cc1[N+](=O)[O-]	3.6	14.0	-25.6	9.1	-3.0	-1.5	0.1	-2.6	-4.1
20	O=[N+]([O-])C(C1CCS(=O)(=O)C1)C1CCS(=O)(=O)C1 (stereo unspecified)	1.9	2.5	6.3	5.2	-3.5	-1.1	-3.3	-1.6	-8.9
21	COc1ccc(CN2C(=O)c3cccc4cccc2c34)cc1F	21.1	37.0	-6.1	11.1	0.8	-6.7	-2.5	0.9	6.3
22	CC(C)CC(=O)Nc1ccc2c(c1)nc(CCN1CCOCC1)n2C	8.4	4.1	-1.3	2.1	-7.1	-4.0	-4.0	-0.9	-5.7
23	COC(=O)[C@@H]1CCCN1C(=O)c1ccc(OC2CCN(Cc3ccccn3)CC2)cc1	-7.1	16.7	10.1	-1.2	-7.4	-0.9	-1.2	0.3	-0.8
24	Cc1ccc(C(=O)NC2CCCc3ccccc32)cc1[N+](=O)[O-] (stereo unspecified)	25.6	23.3	-1.8	12.5	6.5	5.2	-3.0	-0.4	1.4
25	Cc1ccc(CSc2nc3ccccc3c(=O)[nH]2)cc1	6.1	-6.4	24.4	9.0	0.9	3.5	-2.8	3.0	-0.2
26	Cc1c(C(=O)Nc2cccc(F)c2)cnn1-c1ccccc1	26.4	-92.0	2.9	1.0	-16.9	-1.5	-3.2	4.3	4.0
27	COc1cccc(NC(=O)c2ccc(NC(C)=O)cc2)c1	24.7	-13.1	-34.1	18.9	-3.7	-5.5	-2.9	-1.9	-5.9
28	COC(=O)c1ccc2c(c1)N(C)C(=O)CS2	-10.7	14.2	-4.1	-6.9	-3.7	-1.0	-5.8	-1.2	8.1
29	COc1ccc(Cl)cc1NC(=O)CN(C)C(=O)Cc1ccc2c(c1)CCC2	15.5	0.6	-17.7	7.8	7.6	-3.5	-3.2	1.5	1.4
30	Cc1ccc(NC(=O)c2ccc3c(c2)S(=O)(=O)c2ccccc2C3=O)cc1S(=O)(=O)N1CCOCC1	-34.2	31.7	-5.6	-7.1	0.7	3.6	12.7	-2.1	-6.7

# Grouped by structure, the compounds so far with an NH in an aromatic ring
entry	canonical_smiles	tim23-1 inh	Mdm2-MdmX inh	APJ antag	CCR6 antag	CXCR6 block	UPR XBP1 act	APJ ag	UPR CHOP act	EBI2 block
6	COc1ccccc1N1CCN(C(=O)c2ccc(Cn3c(=S)[nH]c4cc5c(cc4c3=O)OCO5)cc2)CC1	17.8	30.9	5.5	4.1	-1.1	2.1	2.1	-1.4	9.9
25	Cc1ccc(CSc2nc3ccccc3c(=O)[nH]2)cc1	6.1	-6.4	24.4	9.0	0.9	3.5	-2.8	3.0	-0.2

# Remaining list, next part
entry	canonical_smiles	tim23-1 inh	Mdm2-MdmX inh	APJ antag	CCR6 antag	CXCR6 block	UPR XBP1 act	APJ ag	UPR CHOP act	EBI2 block
31	COc1cccc(/C=C2\SC(=O)N(CC(=O)NCCCn3ccnc3)C2=O)c1	4.5	1.6	-2.5	7.3	-3.8	0.2	9.8	2.4	-0.8
32	CCOc1ccc(N(C)S(=O)(=O)c2cc(-c3cc(C)no3)ccc2C)cc1	20.2	37.8	-58.6	14.5	-10.7	-0.3	1.6	-0.1	15.2
33	COc1ccc2[nH]c(=O)c(CN(Cc3ccc4c(c3)OCO4)C(C)=O)cc2c1	4.3	-4.7	17.9	-0.5	2.2	7.6	-2.5	-0.4	-12.7
34	N#CC1=C(N)Oc2cc(N)ccc2C1c1ccc(F)cc1F (stereo unspecified)	-27.0	59.2*	14.5	9.7	11.4	-3.8	2.1	1.8	3.8
35	O=C(c1cnn2c1NC(c1ccc(Br)cc1)CC2C(F)(F)F)N1CCN2CCCC2C1 (stereo unspecified)	4.9	15.2	2.4	4.3	-2.7	-0.3	-1.8	1.2	-3.8
36	O=C(COC(=O)c1ccccc1SCC(=O)N1CCCC1)Nc1ccccc1C(F)(F)F	16.1	10.4	-2.2	16.2	3.8	-3.1	1.4	-2.2	-1.5
37	O=C(N/N=C/c1cccc([N+](=O)[O-])c1)c1cccs1	11.2	-2.3	3.0	-10.2	-7.8	7.0	0.6	2.7	-6.5
38	CN(Cc1ccon1)Cc1cn(C)nc1-c1ccc(Oc2ccccc2)cc1	18.9	-11.8	2.7	21.0	6.1	-0.8	-1.8	0.1	7.5
39	NC(=O)c1nsc(C(=O)N(c2ccccc2F)C(C(=O)NCc2ccccc2)c2ccc(O)cc2)c1N (stereo unspecified)	-4.5	52.2*	-23.2	11.7	6.9	0.9	4.1	3.5	-26.7
40	COc1ccc(CCNC(=O)/C=C/c2ccco2)cc1	-10.8	6.3	-16.0	20.6	4.5	-3.0	-0.6	1.5	-3.8
41	CCOC(=O)C1=C(C)NC2=C(C(=O)C(C(=O)OCC)C(c3ccccc3OC)C2)C1c1ccccn1 (stereo unspecified)	5.9	10.9	20.8	2.7	-2.6	-1.1	1.8	-1.6	4.9
42	COc1cccc(NC(=O)CSC2=NN3CCCC(=O)N=C3S2)c1	17.2	1.8	-0.6	5.3	-4.9	-1.7	-3.8	1.0	-14.6
43	COc1ccc(-c2cc([N+](=O)[O-])ccc2OCC(=O)N(C)CC(=O)Nc2ccc(C)cc2)cc1	23.2	45.2	-4.6	24.1	15.0	-0.9	-4.6	9.0	18.9
44	Cn1c(=O)[nH]c(=O)c2c1nc(SCc1ccccc1Cl)n2CC(N)=O	-2.8	-8.8	-14.6	nt	-1.3	-3.0	-2.0	0.2	-2.2
45	O=C(COC(=O)c1n[nH]c2ccccc12)NCCc1ccc(Cl)cc1	-1.1	13.3	-1.1	6.1	-6.3	-0.5	-1.9	-1.0	11.4
46	C[C@H](CO)N1C[C@H](C)[C@@H](CN(C)C)Oc2c(NC(=O)Cc3ccccc3)cccc2C1=O	-5.8	3.5	1.6	3.0	-6.5	0.1	-1.1	-0.1	-4.6
47	CCC(CC)C(=O)Nc1c2c(nn1-c1ccc(OC)cc1)CS(=O)C2 (stereo unspecified)	4.8	-32.3	12.0	1.2	-13.8	-1.0	-0.4	-1.0	-3.2
48	O=C(O)c1cc(Cl)c(Cl)cc1C(=O)Nc1cccnc1	-4.9	15.3	0.1	nt	nt	-2.5	-0.2	1.9	nt
49	CCOC(=O)c1sc(=S)n(-c2ccc(F)c(F)c2)c1N	-14.4	-1.0	14.6	-13.2	-1.8	2.7	-1.8	-0.4	-5.1
50	O=C(c1ccco1)N(Cc1cccc([N+](=O)[O-])c1)c1ccc(Br)cc1	24.5	-3.3	19.0	28.6	14.4	0.2	-4.8	-0.2	-2.7
51	COc1ccc(OC)c(C(=O)c2nc3c(n2O)CCCCC3)c1	6.7	-8.0	9.5	10.6	-3.1	2.3	-0.7	2.5	-3.6
52	CC(=O)Nc1ccccc1OCCOc1ccc(Br)cc1	18.8	16.5	12.4	10.3	1.6	-2.5	-1.5	-1.5	11.7
53	O=C(CCNS(=O)(=O)c1ccc(Br)cc1)NCc1ccc(F)cc1	-1.4	25.6	-2.3	13.6	-7.0	-1.3	-2.8	-0.7	7.1
54	Cc1ccc(-c2nnc(SCC(=O)Nc3ccc(S(=O)(=O)N4CCCCCC4)cc3)o2)cc1	-4.7	44.5	-15.9	-5.5	3.5	0.4	-2.9	0.0	12.4
55	CCc1c(C(=O)Nc2ccc(C)c(C)c2)[nH]c(C)c1C(C)=O	32.2	-14.9	0.2	1.1	1.7	-1.8	-3.1	4.4	5.5
56	OC(COCc1ccccc1)Cn1cnc2ccccc21 (stereo unspecified)	7.2	10.8	-3.2	6.4	4.6	0.4	-0.2	-1.0	-9.7

# Not all compounds are listed. The share of hits here may be higher or lower than overall.
